Screening data deposited in PubChem BioAssay by several laboratories.
DAGLB inh = diacylglycerol lipase beta (human) inhibition; HEK293T DAGLB membrane lysate, EnzChek fluorogenic substrate; actives 0.059% (n = 340,000); AID 504411; inhibition, % at 5.17 µM; in the data active = inhibition above about 34%;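 note: 0% = enzyme with vehicle and 100% = wells lacking enzyme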
Target sequence (Q8NCG7 whole entry, looked up): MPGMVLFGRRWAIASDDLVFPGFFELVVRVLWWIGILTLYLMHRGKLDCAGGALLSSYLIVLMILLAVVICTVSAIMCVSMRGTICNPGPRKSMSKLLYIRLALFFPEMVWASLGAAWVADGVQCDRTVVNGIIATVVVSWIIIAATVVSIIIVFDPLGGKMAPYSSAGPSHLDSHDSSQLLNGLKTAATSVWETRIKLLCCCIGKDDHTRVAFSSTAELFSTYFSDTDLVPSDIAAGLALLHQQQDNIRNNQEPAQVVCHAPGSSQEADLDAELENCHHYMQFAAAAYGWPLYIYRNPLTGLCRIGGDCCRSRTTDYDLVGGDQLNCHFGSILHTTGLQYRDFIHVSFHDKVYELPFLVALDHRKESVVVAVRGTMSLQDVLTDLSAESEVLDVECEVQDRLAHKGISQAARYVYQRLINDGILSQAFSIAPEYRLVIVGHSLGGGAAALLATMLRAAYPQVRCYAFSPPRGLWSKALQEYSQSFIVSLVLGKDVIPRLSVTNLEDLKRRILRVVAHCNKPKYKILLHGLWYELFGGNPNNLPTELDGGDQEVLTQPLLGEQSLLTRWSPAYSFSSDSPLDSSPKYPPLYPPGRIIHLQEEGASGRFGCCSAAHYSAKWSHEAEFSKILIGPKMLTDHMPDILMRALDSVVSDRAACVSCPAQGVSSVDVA
PKA-R2B activ = activators of human PKA-R2B complex; actives 0.079% (n = 340,000); P22694+P31323; activation, % at 11.4 µM; PKA-R2B holoenzyme dissociation, Cy5-IP20 fluorescence polarization; R2B truncated from residue 108, S112A mutant; 0% DMSO only, 100% 113 µM cGMP;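 active = activation above a cutoff set at the mean over all compounds plus 3 SD, cut at about 18% in these data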;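 note: higher means more holoenzyme dissociation and a rise in polarization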
Target sequence (P31323 whole entry, looked up, other chains not shown, the tested form may be a part): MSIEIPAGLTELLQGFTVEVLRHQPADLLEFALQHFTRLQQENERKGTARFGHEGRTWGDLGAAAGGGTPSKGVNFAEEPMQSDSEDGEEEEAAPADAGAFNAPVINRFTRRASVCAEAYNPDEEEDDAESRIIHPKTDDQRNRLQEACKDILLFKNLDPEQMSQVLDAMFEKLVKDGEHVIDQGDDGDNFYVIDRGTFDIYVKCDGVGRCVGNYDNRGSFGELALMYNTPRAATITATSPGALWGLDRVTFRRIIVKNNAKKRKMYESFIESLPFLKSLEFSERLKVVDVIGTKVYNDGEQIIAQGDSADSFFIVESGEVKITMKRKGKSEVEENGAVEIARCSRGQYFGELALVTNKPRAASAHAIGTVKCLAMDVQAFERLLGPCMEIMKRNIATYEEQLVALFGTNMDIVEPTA
Arr AP2 block = human beta-arrestin and AP2 interaction inhibition | inhibition, % at 10 µM | FITC-arrestin peptide / GST-AP2 beads, flow cytometry; AP2 beta2 appendage carries R879A mutation | actives 0.31% (n = 340,000);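 active = inhibition above a set limit, near 3 SD of compounds lacking own fluorescence, cut at about 54% in these data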;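 note: plate controls were DMSO wells for no effect and 5 µM unlabelled arrestin peptide for full effect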
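Test system: GST-tagged AP2 beta2-adaptin appendage (R879A) on 4 µm glutathione beads; also added: fluorescein-tagged arrestin peptide at 50 nM final; timing: 12 min plus 1 h, RT; signal: flow cytometry, FL1 (488/535 nm); read-out: percent drop in bead-associated FITC signal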
HTR5A inv ctr = HTR5A inverse agonism, opioid heterodimer counter-screen. AID 504634. HTR5A cell line, luminescence. actives 0.083% (n = 340,000). inhibition, % at 9.3 µM. P47898; in the data active = inhibition mostly above about 23%, no sharp cut-off; inactive = mostly below about 18%;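 note: 0% = cells with DMSO and 100% = no-cell wells with DMSO; some compounds called inactive have numbers as strong as hits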
PKA-R1A activ = activates the PKA-R1A holoenzyme complex | PKA-R1A dissociation, Cy5-IP20 fluorescence polarization; scaled: DMSO 0%, 113 µM cGMP 100% | activation, % at 11.4 µM | actives 0.083% (n = 340,000);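 active = percent activation above the mean of all tested compounds plus 3 SD, cut at about 19% in these data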;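 note: higher means more PKAc released from R1A so a rise in polarization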
MOR-DOR inv ag = inverse agonists of human mu-delta opioid receptor heterodimerization; AID 504357; actives 0.21% (n = 340,000); inhibition, % at 9.3 µM; P35372+P41143; cell-based MOR-DOR heterodimer luminescence, inverse agonism; in the data active = inhibition above about 22%, passing the limit was not always enough;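 note: 0% = cells with DMSO and 100% = wells without cells with DMSO; values of inactives mirror those of a sister screen read the other way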
OPRM1-OPRD1 ag = OPRM1-OPRD1 heterodimerization agonism; activation, % at 9.3 µM; P35372+P41143; actives 0.3% (n = 340,000); cells, luminescence; in the data active = activation above about 18%;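 note: 0% = vehicle-treated cells and 100% = reference agonist; values of inactives mirror those of a sister screen read the other way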
HTR5A ag ctr = counter-screen for OPRM1-OPRD1 agonists: human HTR5A agonism | HTR5A agonist assay, luminescence, cell-based | activation, % at 9.3 µM | actives 0.61% (n = 340,000) | AID 504692; in the data active = activation mostly above about 9.5%, no sharp cut-off; inactive = mostly below about 7.6%;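 note: 0% = cells with vehicle only and 100% = reference agonist; strong numbers were not always called active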
DSG3 Ab inh = blocks pemphigus antibody binding to human desmoglein-3; DSG3-coupled beads, scFv-anti-DSG3-GFP binding, flow cytometry; stronger effect = lower value; actives 0.48% (n = 310,000); binding (percent of control), % at 10 µM;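 active = binding more than 3 SD below its plate's average and above zero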;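 note: hits lower antibody fragment binding to DSG3; some compounds called inactive have numbers as strong as hits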
V-ATPase pH = yeast V-ATPase proton transport regulation by pHLuorin; S. cerevisiae, pHLuorin cytosolic pH fluorescence; response, % at 10 µM; actives 0.37% (n = 350,000); in the data active = response mostly above about 7.3%, no sharp cut-off; inactive = mostly below about 5.4%; note: actives read high; inactives centre near 0; some compounds called inactive have numbers as strong as hits; reference of the scale not given here
* marks the source's active call; other numbers are inactive results; . = no result given.

SMILES	DAGLB inh	PKA-R2B activ	Arr AP2 block	HTR5A inv ctr	PKA-R1A activ	MOR-DOR inv ag	OPRM1-OPRD1 ag	HTR5A ag ctr	DSG3 Ab inh	V-ATPase pH
COc1cccc(NC(=O)c2ccc(S(=O)(=O)N3CCCCC3)cc2)c1	-3	1	8	0	-6	6	-1.2	0	99	1
CCOc1ccc(C(=O)N2CCc3cc(OC)c(OC)cc3C2)cc1OCC	0	13	-16	-18	0	4	-0.6	7	.	1
CCCCOc1ccc(C(=O)N/C(=C/C=C/c2ccccc2)C(=O)NCCO)cc1	0	-5	18	7	-1	10	-1.9	-3	104	-8
COc1ccc(NC(=O)CCN2CCN(S(=O)(=O)c3cc(Cl)ccc3OC)CC2)cc1	0	-7	2	3	3	4	-0.6	-1	102	1
CCN(CC)S(=O)(=O)c1ccc2oc(Nc3ccc(OC)cc3OC)nc2c1	1	1	-3	-1	-5	11	-2.0	0	107	2
CC(C)(C)[C@@H]1C=C(C(=O)Nc2ccccc2)O[C@H](OCc2ccc(CO)cc2)C1	-6	-8	10	8	-1	-19	3.2	-4	105	0
Cc1ccc(-n2nc(CC#N)c(C#N)c2N)cc1Cl	0	6	5	-15	0	17	-3.2	-3	.	-2
O=C(Nc1nc(-c2cccnc2)cs1)c1ccc([N+](=O)[O-])cc1	5	-6	6	11	3	-15	2.9	-4	29*	-2
Cc1noc(C)c1COc1ccccc1C(=O)NCCc1ccc(S(N)(=O)=O)cc1	-1	9	23	-11	3	11	-1.9	3	110	8
Cc1ccc(S(=O)(=O)N2CCN(Cc3nc4sc(C)c(C)c4c(=O)[nH]3)CC2)cc1	1	-9	-61	1	-10	8	-1.4	0	102	4

The last 2 entries of the part above lead into the next.
SMILES	DAGLB inh	PKA-R2B activ	Arr AP2 block	HTR5A inv ctr	PKA-R1A activ	MOR-DOR inv ag	OPRM1-OPRD1 ag	HTR5A ag ctr	DSG3 Ab inh	V-ATPase pH
Cc1noc(C)c1COc1ccccc1C(=O)NCCc1ccc(S(N)(=O)=O)cc1	-1	9	23	-11	3	11	-1.9	3	110	8
Cc1ccc(S(=O)(=O)N2CCN(Cc3nc4sc(C)c(C)c4c(=O)[nH]3)CC2)cc1	1	-9	-61	1	-10	8	-1.4	0	102	4
CCC1(C(=O)OC)NC(c2ccco2)C2C(=O)N(c3ccccc3)C(=O)C21 (configuration not stated)	-7	6	7	-25	0	7	-1.3	4	72	15*
O=C1C2C3C=CC(c4ccccc4)(C2C(=O)N1c1cccc(Cl)c1)C1C(=O)N(c2cccc(Cl)c2)C(=O)C31 (configuration not stated)	0	-1	61*	-9	-4	-8	1.5	3	100	0
COc1ccccc1NC(=O)CCn1c(=O)sc2ccccc21	1	-11	2	-15	0	10	-1.8	6	100	1
Cn1c(=O)c2c(nc(NCCCN3CCOCC3)n2Cc2cccc(Cl)c2)n(C)c1=O	0	-2	-12	-9	-9	18	-4.0	-2	107	2
CCOc1ccc(NC(=O)CCN2CCN(S(=O)(=O)c3cc(Cl)ccc3OC)CC2)cc1	1	0	-7	0	-10	4	-0.8	-1	.	6
CC(C)(C)n1nnnc1C(c1cccs1)N(Cc1ccccc1)Cc1cccnc1 (configuration not stated)	-2	2	-3	10	13	14	-2.8	-4	104	0
O=C1COc2ccc3ccccc3c2CN1	-2	-2	18	-6	0	12	-2.2	-4	104	-1
CSc1ncccc1C(=O)Nc1cc(Cl)ccc1N1CCOCC1	-1	-11	1	6	-3	4	-0.9	-2	109	0
CCN(CC)c1ccc(NC(=O)COc2ccc(C#N)cc2)cc1S(=O)(=O)Nc1ccc(OC)cc1	0	4	-9	-8	2	5	-0.9	3	99	2
Cc1c(Cl)cccc1NC(=S)N1CCN(S(=O)(=O)c2cccs2)CC1	-3	-3	-1	8	-11	2	-0.5	1	.	-3
CSc1nnc(N2C(=O)C(O)=C(C(=O)c3ccc(C)o3)C2c2ccc(C)cc2)s1 (configuration not stated)	5	-2	-3	5	1	16	-3.0	2	130	-2
CCOc1ccccc1CNS(=O)(=O)c1ccc2[nH]c(=O)sc2c1	-3	2	8	8	11	-11	1.9	-3	108	-3
CCOC(=O)c1c(-c2ccc(C)cc2)csc1/N=C(\C)C1=C(O)c2ccccc2C1=O	0	-3	9	-25	-4	-4	0.7	0	114	0
CCOC(=O)CNC(=O)CSc1nccn1Cc1ccco1	1	6	3	22	6	-8	1.8	5	.	1
CC1(C)CC(NC(=O)c2ccc(Br)o2)CC(C)(C)N1	3	-3	5	-17	10	9	-1.6	7	99	7
CCCN(CCC)S(=O)(=O)c1ccc(NS(=O)(=O)c2ccc(F)cc2)cc1	-1	-8	6	3	5	-29	5.3	3	98	2
Cc1c(C(=O)N2CCN(C)CC2)oc2ccc(Br)cc12	-4	6	36	-3	-3	14	-3.0	1	118	4
COC(=O)CSc1nc2sc3c(c2c(=O)n1-c1ccccc1)CCN(C)C3	1	-4	6	-7	-11	9	-1.6	-3	98	1
Cc1ccc(N(C(=O)CNC(=O)c2ccco2)C(C(=O)NC2CCCCC2)c2ccncc2)c(C)c1 (configuration not stated)	2	4	-4	-7	-5	15	-2.4	-2	.	2
COC(=O)NC1(C(F)(F)F)NC(=O)N(C2CCCCC2)C1=O (configuration not stated)	2	-13	8	-14	4	14	-3.1	-2	92	-3
COCCSc1ccccc1C(=O)Nc1ccc2c(c1)OCCO2	-1	3	24	-12	2	7	-1.2	3	106	2
CCN(CC)C(=O)CCSc1nnc(-c2ccco2)o1	-1	3	-32	29	-15	5	-0.9	-6	124	-2
Nc1nnn(CC(=O)N/N=C/c2cccc(Cl)c2)n1	-2	-1	30	3	-10	16	-3.2	-1	77*	-1
CCn1cc(C(=O)N2CCOCC2)c(=O)c2cc(S(=O)(=O)N(C)C3CCCCC3)ccc21	1	-9	7	15	9	11	-2.2	-6	109	0
CCc1cccc(CC)c1-n1c(-c2cccnc2)n[nH]c1=S	3	14	-28	44	-7	8	-1.7	-5	104	-1
CCOC(=O)c1cc(-c2ccc(C)cc2)n(CCC(=O)NCCN(C)C)c1C	0	-4	-2	18	1	6	-1.1	-4	98	1
Cc1ccc2cc(CCNC(=O)c3ccc(S(=O)(=O)N4CCCCC4)cc3)c(=O)[nH]c2c1	2	-1	1	-1	-13	16	-3.5	0	113	-2
COc1ccc(S(=O)(=O)N2CCC3(CC2)CC(=O)c2ccccc2O3)cc1	-2	2	-12	2	-5	2	-0.3	-1	86	1
Cc1nc(NC(=O)/C=C/c2ccccc2)sc1C(=O)N1CCCCC1	3	11	52	6	0	8	-1.7	-2	102	8
Cn1c(SCC(=O)Nc2sccc2C(N)=O)nc2ccccc2c1=O	0	0	-6	-13	4	0	0.0	4	90	5

4 entries from above, ordered by the number in Arr AP2 block, highest first.
canonical_smiles	Arr AP2 block
Nc1nnn(CC(=O)N/N=C/c2cccc(Cl)c2)n1	30
CCn1cc(C(=O)N2CCOCC2)c(=O)c2cc(S(=O)(=O)N(C)C3CCCCC3)ccc21	7
Cc1ccc2cc(CCNC(=O)c3ccc(S(=O)(=O)N4CCCCC4)cc3)c(=O)[nH]c2c1	1
CCN(CC)C(=O)CCSc1nnc(-c2ccco2)o1	-32

(cont.)
SMILES	DAGLB inh	PKA-R2B activ	Arr AP2 block	HTR5A inv ctr	PKA-R1A activ	MOR-DOR inv ag	OPRM1-OPRD1 ag	HTR5A ag ctr	DSG3 Ab inh	V-ATPase pH
Cc1ccccc1-c1cc(=O)c2c(O)cccc2o1	-6	-11	5	-2	4	-25	4.0	-1	111	0
CCc1cccc(NC(=O)Cn2c(=O)c3cccn3c3ccccc32)c1	-3	-2	27	-13	3	-71	13	1	100	-6
COc1ccc(CCNC(=O)C(CC(C)C)NC(N)=O)cc1 (configuration not stated)	-2	0	9	21	3	13	-2.6	-1	.	0
COC(=O)CSC1=C(C#N)C(c2ccc(F)cc2)CC(=O)N1 (configuration not stated)	1	-8	0	-18	-5	2	-0.3	6	102	1
COc1ccc2oc(C(=O)Nc3nnc(C)s3)c(C)c2c1	5	-8	-4	3	9	15	-3.9	6	.	1
Cc1cc(C)c(C(=O)Nc2ccc3c(c2)OCCO3)c(C)c1	-2	-1	.	.	-10	.	.	.	101	-2
CCN1CCN(CC#CCOc2ccccc2OC)CC1	-2	4	45	7	-10	20	-3.8	-3	106	-2
CCCCC(CCC(=O)Nc1ccc(C(=O)OC)cc1)C(=O)O (configuration not stated)	-1	-2	4	-40	-10	18	-4.3	2	105	5
Cc1ccc(NC(=O)C(C)N2CCN(C)CC2)cc1S(=O)(=O)N1CCOCC1 (configuration not stated)	2	2	-2	-9	0	12	-2.9	4	.	-1
NS(=O)(=O)c1cccc(NC(=O)COC(=O)c2cc(-c3ccc(Cl)cc3)nc3ccccc23)c1	-2	-3	3	-11	10	-8	1.2	4	82	2
O=S(=O)(Nc1ccc(-n2cnnn2)cc1)c1ccc(Cl)s1	1	-2	6	8	10	-2	0.4	-2	93	-3
CCOC(=O)C1CCN(Cc2nnc(-c3ccccc3C)o2)CC1	-2	1	-10	-5	-6	18	-4.1	1	101	1
Cc1nc2sc(-c3ccccc3)nn2c(=O)c1Br	-3	9	11	11	-13	-1	0.1	-3	99	-3
O=S(=O)(c1ccc(Oc2ccc(S(=O)(=O)N3CCOCC3)cc2)cc1)N1CCOCC1	-3	-8	6	8	0	8	-1.9	1	.	-5
COc1ccccc1-c1nnc2sc(-c3cnccn3)nn12	2	-8	-2	-8	-15	15	-2.7	3	93	-1
CCC(NC(=O)c1ccccc1NC(=O)c1ccco1)C(=O)NNC(=O)c1ccc(OC)cc1 (configuration not stated)	1	-4	-5	7	10	6	-1.2	0	86	10
Cc1nnc(-c2cnn(-c3ccccc3)c2N)n1Cc1ccc(F)cc1	1	2	9	12	2	15	-2.9	-4	99	1
NC(=O)c1ccccc1NC(=O)COC(=O)CSCc1cccc(Cl)c1	2	1	-5	4	2	1	-0.4	-2	.	-2
CCOC(=O)c1c(NC(=O)CSC2=NN3CCCC(=O)N=C3S2)sc2c1CCCCC2	0	1	-2	2	-12	12	-2.2	5	102	-3
C=CCNC(=O)c1cc(-c2ccc(Br)cc2)on1	-2	12	3	-15	-8	-45	8.3	-1	92	2
CCC(=O)Nc1nnc(SCC(=O)Nc2cccc(Cl)c2)s1	0	-3	0	-11	-1	5	-1.4	0	99	-3
CC1CCN(C(=O)c2ccccc2NC(=O)Cc2ccccc2)CC1	0	3	-3	-2	-11	7	-1.3	1	105	0
Cc1cc(C)n2cc(CSCc3ccccc3)nc2n1	-2	4	-7	12	-1	2	-0.3	-4	100	2
Cc1ccc(C)c(S(=O)(=O)N2CCCOC2CNC(=O)C(=O)NCCCN2CCOCC2)c1 (configuration not stated)	-1	-5	15	-8	-8	10	-1.8	-1	.	-4
Cc1nnc(NC(=O)CS(=O)(=O)Cc2ccccc2)s1	1	4	4	9	-12	-8	1.5	-4	117	-2
Clc1ccc2c(N/N=C/c3cccc(Br)c3)ccnc2c1	-5	6	27	-11	11	-35	6.4	9	112	1
N#CC1=C(N)N(c2ccccc2)C2=C(C(=O)CCC2)C1c1ccsc1 (configuration not stated)	4	-2	51	-8	-4	0	0.1	3	106	10*
N#Cc1ccccc1OCC(=O)NC(=O)NCc1ccccc1	0	-4	-7	0	7	9	-1.6	0	94	1
Cc1ccccc1OCC(=O)Nc1ccc2c(c1)OCO2	-11	-5	-1	10	3	-2	0.3	0	125	4
